BB579 growth dn = chemicals that inhibit yeast BB579 growth in restrictive medium (lifespan-shortening candidates). inhibition, % at 10 µM. 140,000 compounds, 0.51% hits. AID 804. S. cerevisiae BB579 growth, OD615, 48 h;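 active = inhibition above a set limit, 3 SD over the mean compound inhibition, cut at about 44% in these data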; also: inactives centre near -24
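Assay system: S. cerevisiae DeaD strain BB579 yeast. Medium: CSMM-D restrictive synthetic medium containing dextrose (glucose). Times: 4 h cell preincubation, 48 h compound exposure, 30 °C humidified. Signal: OD615 turbidity measurement. Benchmarks: positive control amphotericin B 10 µg/mL.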
E-sel TNF inh = blocks E-selectin expression induced by TNF alpha. HUVEC TNFa-induced E-selectin immunofluorescence, high content. inhibition, % at 2 µM. 120,000 compounds, 0.71% hits;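 active = inhibition above the batch mean plus 3 SD, and confirmed as a hit on visual image review, cut at about 43% in these data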;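 also: 0% = TNF-stimulated DMSO wells and 100% = unstimulated control wells; not every result past the cut was called active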
Measles CPE = protection of cells from measles virus. Measles virus-infected cells, CPE protection, absorbance. protection (pct of control), % at 4 µM. 140,000 compounds, 1.5% hits. AID 841; in the data active = protection mostly above about 24%, no sharp cut-off; inactive = mostly below about 26%; also: some compounds called inactive have numbers as strong as hits
bCat KO growth = beta-catenin-lacking colon tumor cell growth suppression; viability, % at 10 µM; HCT116 beta-catenin knockout viability, CellTiter-Glo, 60 h; stronger effect = lower value; 140,000 compounds, 1.5% hits;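 active = viability at or under a set limit, the compound median less 4 SD, cut at about 6% in these data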;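 also: 0% = Hyamine 1622 control at 20 µM and 100% = untreated cell control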
Yeast lifespan up = yeast lifespan extension; S. cerevisiae growth with nicotinamide, OD615; deaD strain in restrictive glucose medium; inhibition of the nicotinamide effect, % at 10 µM; 130,000 compounds, 0.68% hits;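 active = inhibition above a set limit, placed 3 SD over the median of all compounds, cut at about 26% in these data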;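 also: 0% = nicotinamide-treated wells and 100% = cells grown without nicotinamide; some compounds called inactive have numbers as strong as hits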
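Assay system: DeaD-strain S. cerevisiae. Medium: CSMM-D glucose medium, restrictive. Reagent: nicotinamide, 1.5 mM, co-present with compound. Compound: 10 µM single point, 0.25% DMSO. Schedule: culture preincubation 4 h, compound exposure 48 h, both 30 °C. Detection: absorbance at 615 nm.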
HCT116 PTEN-null = growth suppressors of cells with PTEN tumor suppressor deletion; HCT116 PTEN-null viability, CellTiter-Glo, 60 h; stronger effect = lower value; viability, % at 10 µM; 140,000 compounds, 1.2% hits; AID 827;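 active = viability at or below a set limit, 4 SD under the median of all tested compounds, cut at about 3.7% in these data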;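 also: PTEN knockout HCT116 line with beta catenin targeted HCT116 as companion control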
Phagocytosis inh = blocks phagocytosis by macrophages; 110,000 compounds, 0.07% hits; inhibition, % at 5 µM; J774A.1 macrophage IgG-bead phagocytosis, imaging;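 active = inhibition above the mean of the plate negative controls plus 5 SD, cut at about 13% in these data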;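 also: phagocytic index as fraction of beads internalized from green versus red external bead signal; plate controls were DMSO negative control for no effect and cytochalasin-D positive control for full effect; some results beyond the cut were filed as inactive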
MRP-1 activ = activates MRP-1; H69AR cells + doxorubicin, viability rescue, CellTiter-Glo; viability increase, % at 10 µM; 140,000 compounds, 0.61% hits;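 active = viability gain under doxorubicin at or above a set limit, the compound median plus 3 SD, cut at about 4.7% in these data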;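 also: MRP-1 overexpressing cells given doxorubicin 25 µM after compound pretreatment; 18-22 h compound pretreatment then 72 h with doxorubicin before readout; 0% = doxorubicin-only wells and 100% = vehicle-treated cells without doxorubicin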
GALR2 blocker = antagonists of human galanin receptor 2 (GALR2) | O43603 | GALR2-expressing cells, antagonist mode | inhibition, % at 4 µM | 140,000 compounds, 0.39% hits | AID 828; in the data active = inhibition above about 27%;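 also: cells stimulated with galanin 1-16 at roughly its EC80; 0% = agonist challenge control and 100% = basal control without agonist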
Target sequence (O43603 whole entry, looked up): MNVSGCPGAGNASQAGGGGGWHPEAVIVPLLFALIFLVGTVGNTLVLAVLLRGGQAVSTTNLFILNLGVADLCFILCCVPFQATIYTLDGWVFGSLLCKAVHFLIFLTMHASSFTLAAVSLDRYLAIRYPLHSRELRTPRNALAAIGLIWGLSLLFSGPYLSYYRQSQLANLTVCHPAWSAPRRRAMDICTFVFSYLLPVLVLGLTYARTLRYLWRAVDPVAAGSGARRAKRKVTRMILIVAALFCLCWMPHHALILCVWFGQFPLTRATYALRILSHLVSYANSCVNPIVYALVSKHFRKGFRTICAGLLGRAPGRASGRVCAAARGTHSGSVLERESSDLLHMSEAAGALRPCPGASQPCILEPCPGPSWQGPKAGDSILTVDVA
NPY Y2 blocker = antagonists of human neuropeptide Y receptor Y2 | P49146 | NPY-Y2 expressing cells, antagonist mode | inhibition, % at 2.7 µM | 140,000 compounds, 0.99% hits; in the data active = inhibition above about 17%;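 also: 0% = vehicle with agonist challenge and 100% = reference antagonist with challenge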
Target sequence (P49146 whole entry, looked up): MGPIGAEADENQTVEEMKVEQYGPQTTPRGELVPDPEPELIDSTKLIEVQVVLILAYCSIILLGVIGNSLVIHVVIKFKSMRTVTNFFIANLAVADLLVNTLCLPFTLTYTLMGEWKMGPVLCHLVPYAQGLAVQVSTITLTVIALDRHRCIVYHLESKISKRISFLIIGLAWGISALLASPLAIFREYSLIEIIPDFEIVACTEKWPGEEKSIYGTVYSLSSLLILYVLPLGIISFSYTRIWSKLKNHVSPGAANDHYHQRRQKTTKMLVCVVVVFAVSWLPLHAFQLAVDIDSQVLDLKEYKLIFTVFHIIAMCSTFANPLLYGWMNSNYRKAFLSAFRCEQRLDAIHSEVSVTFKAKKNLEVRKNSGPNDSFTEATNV
Starred values were filed as active, the others as inactive; . = no result given.

Every second line gives: BB579 growth dn	E-sel TNF inh	Measles CPE	bCat KO growth	Yeast lifespan up	HCT116 PTEN-null	Phagocytosis inh	MRP-1 activ	GALR2 blocker	NPY Y2 blocker
O=C(Nc1cccc(S(=O)(=O)N2CCCCC2)c1)c1ccc2ccccc2n1
→ -61	-1	9	67	-3	69	-7	3.5	8	20*
CCOc1ccc(NC(=O)N(CCN(C)C)C(C)c2ccncc2)cc1 (centres undefined)
→ -2	45	13	99	-1	107	-1	-0.4	-2	1
CS(=O)(=O)c1ccc2nc(NC(NC(=O)c3ccco3)(C(F)(F)F)C(F)(F)F)sc2c1
→ -40	5	6	88	-6	90	-3	-3.0	0	2
COc1ccccc1OCCC(=O)OCC(=O)NC(=O)NC(C)(C)C
→ -29	-15	27	101	-7	109	.	-0.5	12	0
CCCC(C)C(=O)Nc1nnc(C)s1 (centres undefined)
→ -19	1	1	92	-5	104	-1	1.3	12	-1
COc1ccc(C)cc1NC(=O)C(OC(=O)CNC(=O)c1ccc(Oc2ccccc2)cc1)c1ccccc1 (centres undefined)
→ -16	.	8	90	-1	89	-8	0.7	6	5
CCN(CC)CCNC(=O)C1CCN(S(=O)(=O)N2CCCCC2)CC1
→ -8	3	19	98	-15	112	0	-0.3	-8	0
COc1ccc(-c2csc(NCc3ccco3)n2)cc1
→ -38	-1	3	60	-18	69	3	-1.5	4	-1
O=C(Nc1ccccc1C(=O)NCc1ccccc1)c1ccccc1
→ -58	17	9	101	-12	95	-1	-0.6	7	5
CCCCC(=O)N(CCOC)c1nnc(-c2ccc(OC)cc2)s1
→ -21	-24	12	93	-12	92	5	-0.4	6	3
CCCCCN(C(=O)NC(=O)Nc1nncs1)S(C)(=O)=O
→ -35	.	4	102	-2	91	0	-0.1	8	2
CCN(CC)CCNC(=O)c1ccc2c(=O)n(C3CCCC3)c(=S)[nH]c2c1
→ -5	-15	19	19	-5	8	-2	-5.8	-1	-2
Cc1cccc(-c2noc(-c3ccc(Cl)cc3[N+](=O)[O-])n2)c1
→ 7	.	3	82	-6	90	-11	-0.7	10	1
O=C(c1ccc2c(c1)OCO2)N1CCN=C1SCc1ccccc1
→ -12	-17	7	98	-2	98	0	-1.4	10	6
O=C(CCN1C(=O)c2ccccc2C1=O)Nc1cccc(F)c1
→ -9	13	10	101	-9	104	0	2.5	-16	5
CCOC(=O)CSC1=C(C#N)C(c2ccccc2OCC)C(C(=O)OCC)C(=O)N1 (centres undefined)
→ -12	.	10	91	-6	105	-1	-1.8	-10	0
CCOC(=O)C(C)Sc1nc(-c2cccs2)ccc1C#N (centres undefined)
→ -23	.	5	18	-14	20	9	-6.4	2	11
O=S(=O)(NC1c2cccc3cccc(c23)C1N1CCN(CCO)CC1)c1ccccc1 (centres undefined)
→ -12	-11	7	14	-13	14	1	-2.3	1	4
CCNC(=O)COC(=O)c1cc(=O)[nH]c2ccccc12
→ -30	-2	8	96	-18	105	.	-0.1	5	2
CCOC(=O)N1CCC(Nc2cc(C)nc3c(-c4ccccc4OC)c(C)nn23)CC1
→ -46	-21	24	50	-9	67	-1	-4.2	9	4
COc1ccc(C2=NN(C(=O)CSc3ncccn3)C(c3ccc(OC)cc3)C2)cc1 (centres undefined)
→ -41	33	63*	81	4	67	-2	1.4	-11	3
O=C(NCc1ccc2c(c1)OCO2)c1cnc2ccccn2c1=O
→ -47	-15	8	99	-14	98	0	-3.3	13	6
C=CCOc1ccc(CNc2nccs2)cc1OCC
→ -5	18	10	98	.	107	.	-2.4	0	1
CC1(C)CC(OC(=O)c2ccccc2)CC(C)(C)N1
→ -36	-2	15	92	-6	117	0	-2.4	-1	2
C/C(=N/NC(=O)CNC(=O)COc1ccccc1)c1ccco1
→ -15	.	33	95	-4	98	-16	-0.1	-4	-1
COc1ccc(-c2nc(C)ncc2-c2csc(C)n2)c(O)c1
→ -28	1	3	92	-2	100	0	-0.9	-5	1
CC1CCc2c(sc(NC(=O)CSc3nc4c(c(C(F)(F)F)n3)CCc3ccccc3-4)c2C(N)=O)C1 (centres undefined)
→ -14	.	15	94	-2	100	-2	-2.1	6	4
COc1ccc(CNC(=O)c2cnc(C)cn2)c(OC)c1
→ 14	-7	12	95	-8	91	-1	0.0	1	2
Cc1ccc(OCCNC(=O)c2cc(C(=O)NCCOc3ccc(C)cc3)cc([N+](=O)[O-])c2)cc1
→ -64	16	17	73	6	65	.	-1.3	-8	3
Cn1c(=O)c2c(nc(Cl)n2Cc2ccncc2)n(C)c1=O
→ -34	-33	11	89	-5	96	1	-0.1	-3	0

(more compounds)
Every second line gives: BB579 growth dn	E-sel TNF inh	Measles CPE	bCat KO growth	Yeast lifespan up	HCT116 PTEN-null	Phagocytosis inh	MRP-1 activ	GALR2 blocker	NPY Y2 blocker
Cc1ccc(C2=N/C(=C\c3c(C)nn(-c4ccccc4)c3N3CCCC3)C(=O)O2)cc1
→ -9	.	21	98	3	86	-4	-0.4	-5	6
O=C(NCCNC(=O)C(c1ccccc1)c1ccccc1)c1ccco1
→ -63	12	8	97	0	107	-1	0.2	4	1
N#CC1=C(N)SC(N)=C(C#N)C1c1ccc(C(F)(F)F)cc1
→ 12	-3	3	93	-14	86	-1	-1.1	8	3
COc1ccc(N2CCN(C(=O)CCS(=O)(=O)c3cccc4nsnc34)CC2)cc1
→ 12	22	3	86	-10	99	-9	-1.2	-3	0
CN(CCCCCCCCC(=O)/C=N/O)Cc1ccccc1
→ -8	-1	12	89	0	95	-1	-2.3	-2	9
Cc1cccc(OCCCC(=O)Nc2ccc(Br)cc2)c1
→ -44	5	10	89	-7	100	-1	1.0	1	9
CCSc1ccccc1C(=O)NCCCn1ccnc1
→ -12	-15	14	100	-5	98	3	-1.2	2	0
Cc1ccccc1Nc1ncccc1C(=O)N1CCOCC1
→ -15	.	10	102	-7	103	.	-0.5	-1	0
Cc1ccc(Oc2ccc(-c3nnc(-c4ccccc4)o3)cc2[N+](=O)[O-])cc1C
→ -26	.	7	89	-2	88	-9	-2.0	6	0
C=C(C)Cn1c(COc2ccccc2)nnc1SCC(=O)O
→ 4	.	16	100	-7	94	0	-0.5	-6	1
COc1ccc(/C=C2\CN(Cc3ccccc3)C/C(=C\c3ccc(OC)cc3)C2=O)cc1
→ -18	.	17	1.7*	0	1.6*	-9	-4.3	-9	2
CCN(CC)C(=O)C1=C(C)NC(=O)NC1c1ccccc1F (centres undefined)
→ -43	-12	8	85	7	96	-2	-2.2	4	1
CCCC(C(=O)NC1CCCCC1)N(CC1CCCO1)C(=O)CNS(=O)(=O)c1ccc(F)cc1 (centres undefined)
→ -94	.	2	100	13	99	.	-0.9	-4	4
Cc1cccc(C)c1NC(=O)COC(=O)Cc1ccsc1
→ -42	-7	4	98	1	93	-7	-0.5	1	2
Cc1cccc2cc(CN(Cc3nnnn3Cc3ccco3)C3CCCC3)c3nnnn3c12
→ -41	5	7	84	2	76	-1	-4.2	-8	5
CN(Cc1ccccc1)S(=O)(=O)c1ccc2c(c1)n(C)c(=O)n2C
→ -21	-10	21	83	-12	86	1	-1.3	-6	2
Cc1cc(C)c(C#N)c(OCC(=O)c2ccccc2)n1
→ -22	.	20	80	-14	75	6	-3.1	3	8
COc1ccc(Cl)cc1S(=O)(=O)NCc1cccnc1
→ -6	-32	10	102	-9	106	1	-0.4	-12	-1
CC(C)Cn1c(SCC(=O)c2c(N)n(C)c(=O)n(C)c2=O)nc2ccccc21
→ -10	19	14	90	6	89	.	-3.3	6	3
COc1ccccc1OCc1ccc(C(=O)N2CCN3CCCC3C2)cc1 (centres undefined)
→ -29	20	19	94	-12	109	0	-1.7	2	1
COc1ccc(/C=N/N=C/c2ccc(OC)c(OC)c2)cc1OC
→ 2	-30	12	102	-9	100	-1	0.6	3	2
CCOc1ccc2sc(NS(=O)(=O)c3ccc(OC)c(OC)c3)nc2c1
→ -47	-5	13	100	-2	101	-2	-1.2	4	6
COc1ccc(-c2cc(C(F)F)n3ncc(C(=O)NCCCN4CCCC4=O)c3n2)cc1
→ 9	3	2	77	-10	83	-1	-1.1	-4	5
CC1OC(C)(C)OC1C1CNc2nc(NC(=O)C(C)(C)C)[nH]c(=O)c2N1C(=O)c1cccnc1 (centres undefined)
→ 22	.	20	98	3	106	-5	-0.7	-5	-1
Cc1onc(-c2ccccc2)c1C(=O)N/N=C/c1cc2c(cc1Cl)OCO2
→ -29	.	6	96	1	95	-5	-2.8	-3	2
CCN(c1ccccc1)S(=O)(=O)c1ccc(N)cc1
→ -40	-10	6	94	-3	99	0	-1.3	13	3
Cc1cnc(C(=O)OCC(=O)NCc2ccccc2)cn1
→ 11	9	1	98	-5	96	0	0.5	4	1
COc1ccc(NC(=O)c2ccc(-n3nc(C)cc3C)cc2)cc1OC
→ -5	-11	49*	96	-12	92	0	-1.9	3	2
COc1cc(OC)c(/C=N/NC(N)=S)cc1Br
→ -29	.	10	83	-3	92	-1	-0.9	-8	2

From PubChem
